# ABCG2 block = ABCG2 efflux pump inhibitors, primary screen, multiplex with ABCB1, IgMXP3 cells, flow cytometry | Broad substrate specificity ATP-binding cassette transporter ABCG2 (Homo sapiens), Q9UNQ0 | JC-1 efflux | inhibition, % at 6.6 µM | 190,000 tested, 0.1% active | AID 1325, 2008;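 active means inhibition above 80%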;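 further: 0% = DMSO and 100% = nicardipine control wells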
#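 Times: 10 min at 25 °C | Test system: Two drug-resistant human cell lines, ABCG2 and ABCB1 | Quantity: 3 million cells/mL final, two lines in 1:1 ratio | Signal: Flow cytometry, 530 nm JC-1 signal | Dosing: Compound at 6.6 µM | Controls: Nicardipine and DMSO wells | Reagent: JC-1 as fluorescent efflux pump substrate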
# RGS7-Gao reg = RGS7-Galphao binding modulators, primary screen, biochemical, multiplexed bead flow cytometry. actives lie on both sides. binding response (% of control), % at 10 µM. AID 1439, 2008. 220,000 tested, 0.35% active; in the data active means binding response below about 49% or above about 150%; inconclusive means no clear call, values can overlap the other calls; inactive means in between;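 further: fluorescent Galphao held in activated GDP-AlF4 state binding bead-coupled RGS7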
# Bim-Bfl-1 = inhibitors of Bim binding to Bfl-1, primary screen, biochemical, multiplexed, bead-based flow cytometry; Bim-Bfl-1 binding inhibition; AID 1008, 2008; 190,000 tested, 0.12% active; inhibition, % at 10 µM; Bcl-2-related protein A1 (Homo sapiens), Q16548;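 further: 0% = wells without compound plus tracer and 100% = blocker peptide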
# Bcl-W Bim block = inhibitors of Bim binding to Bcl-W, primary screen, biochemical, multiplexed, bead-based flow cytometry; 190,000 tested, 0.02% active; Bcl-2-like protein 2 (Homo sapiens), Q92843; Bim peptide-Bcl-W binding; inhibition, % at 10 µM;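 further: 0% = bound tracer without compound and 100% = peptide blocker; higher means less fluorescent Bim peptide bound to Bcl-W beads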
# Target sequence (Q92843 whole entry, looked up): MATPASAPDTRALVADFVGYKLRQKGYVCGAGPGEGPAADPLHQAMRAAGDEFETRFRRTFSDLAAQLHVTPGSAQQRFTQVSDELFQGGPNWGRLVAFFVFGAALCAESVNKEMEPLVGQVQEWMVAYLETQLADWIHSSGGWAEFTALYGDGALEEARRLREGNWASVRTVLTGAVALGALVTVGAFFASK
# ABCB1 block = ABCB1 efflux pump inhibitors, primary screen, cell-based, multiplex, flow cytometry, ABCG2 counter-screen | CCRF-Adr cells, JC-1 efflux | inhibition, % at 6.6 µM | 190,000 tested, 0.067% active | AID 1326, 2008; in the data active means inhibition above about 40%;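 further: 0% = vehicle and 100% = reference inhibitor; higher value means more JC-1 retained so stronger ABCB1 efflux block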
# RGS4-Gao reg = modulators of RGS4 binding to Galphao, primary screen, biochemical, multiplexed bead flow cytometry | AID 1415, 2008 | Guanine nucleotide-binding protein G(o) subunit alpha (Homo sapiens), P09471 | actives lie on both sides | 220,000 tested, 0.33% active | binding response (% of control), % at 10 µM; in the data active means binding response below about 49% or above about 150%; inactive means in between;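 further: fluorescent Galphao activated with aluminum fluoride binding bead-coupled RGS4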
# Bcl-XL Bim block = inhibitors of Bim-Bcl-XL binding, primary screen, biochemical, multiplexed, bead flow cytometry, human Bcl-XL; Bcl-2-like protein 1 (Homo sapiens), Q07817; inhibition, % at 10 µM; Bim peptide-Bcl-XL binding, fluorescence; AID 1007, 2008; 190,000 tested, 0.04% active
# Target sequence (Q07817 whole entry, looked up): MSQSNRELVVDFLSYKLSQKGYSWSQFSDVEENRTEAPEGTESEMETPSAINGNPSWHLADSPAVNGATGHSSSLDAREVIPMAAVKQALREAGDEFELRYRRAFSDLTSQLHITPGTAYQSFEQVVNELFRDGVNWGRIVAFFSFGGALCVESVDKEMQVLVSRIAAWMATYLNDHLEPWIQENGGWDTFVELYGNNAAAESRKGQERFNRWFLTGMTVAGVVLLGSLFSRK
# Mcl-1 Bim block = inhibitors of Bim peptide binding to Mcl-1, primary screen, biochemical, bead-based flow cytometry, multiplex. Induced myeloid leukemia cell differentiation protein Mcl-1 (Homo sapiens), Q07820. inhibition, % at 10 µM. Bim peptide-Mcl-1 binding. 190,000 tested, 0.1% active;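 further: 0% = no compound tracer wells and 100% = peptide blocker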
# Target sequence (Q07820 whole entry, looked up): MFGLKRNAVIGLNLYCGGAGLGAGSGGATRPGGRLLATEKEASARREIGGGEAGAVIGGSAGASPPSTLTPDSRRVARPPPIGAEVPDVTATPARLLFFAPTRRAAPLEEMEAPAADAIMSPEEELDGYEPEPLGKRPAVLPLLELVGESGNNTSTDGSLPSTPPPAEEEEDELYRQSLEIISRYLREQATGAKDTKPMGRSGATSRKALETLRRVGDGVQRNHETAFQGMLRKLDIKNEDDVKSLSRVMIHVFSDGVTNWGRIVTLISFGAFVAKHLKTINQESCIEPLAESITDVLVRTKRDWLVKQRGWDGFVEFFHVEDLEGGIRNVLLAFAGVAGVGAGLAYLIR
# RGS8-Gao reg = RGS8-Galphao binding modulators, primary screen, biochemical, multiplexed bead flow cytometry; Guanine nucleotide-binding protein G(o) subunit alpha (Homo sapiens), P09471; 220,000 tested, 0.34% active; actives lie on both sides; response (percent of control binding), % at 10 µM; in the data active means response below about 60% or above about 140%; inactive means in between;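 further: Galphao activated as the GDP aluminium fluoride complex binding bead-coupled RGS8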
# Bcl-2 Bim block = inhibitors of Bim-Bcl-2 binding, primary screen, biochemical, multiplexed, human Bcl-2 family | Apoptosis regulator Bcl-2 (Homo sapiens), P10415 | Bead-based flow cytometry, Bim peptide-Bcl-2 binding | inhibition, % at 10 µM | 190,000 tested, 0.06% active; in the data active means inhibition above about 40%; inconclusive means no clear call, values can overlap the other calls;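 further: 0% = no compound wells with probe peptide and 100% = reference peptide inhibitor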
# Bim-Bcl-B = inhibitors of Bim-Bcl-B binding, primary screen, biochemical, multiplexed, human Bcl-2 family | Bcl-2-like protein 10 (Homo sapiens), Q9HD36 | 190,000 tested, 0.073% active | inhibition, % at 10 µM | bead-based flow cytometry, Bim peptide-Bcl-B binding;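 further: 0% = tracer peptide without compound and 100% = reference inhibitor peptide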
# Target sequence (Q9HD36 whole entry, looked up): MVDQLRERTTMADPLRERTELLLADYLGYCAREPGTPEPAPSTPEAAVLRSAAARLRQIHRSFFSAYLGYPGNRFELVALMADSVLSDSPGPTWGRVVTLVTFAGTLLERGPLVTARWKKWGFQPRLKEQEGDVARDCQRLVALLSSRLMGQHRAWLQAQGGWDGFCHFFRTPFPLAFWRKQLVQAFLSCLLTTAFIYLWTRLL
# Starred values were filed as active, the others as inactive; ? = inconclusive; [ ] = remark or other dose. Unless noted, no stated cut-off is given here; in the data, active means inhibition above about 40%. Hits appear at their usual frequency; about 0.94% have a hit in one of these screens.
# The first 12 records (preview)
SMILES,ABCG2 block,RGS7-Gao reg,Bim-Bfl-1,Bcl-W Bim block,ABCB1 block,RGS4-Gao reg,Bcl-XL Bim block,Mcl-1 Bim block,RGS8-Gao reg,Bcl-2 Bim block,Bim-Bcl-B
CN(C)S(=O)(=O)c1cccc(-c2cn3ccccc3n2)c1,3,114,-3,0,1.1,111,0,-1,110,-5,-2
CCC(=O)Nc1ccc(S(=O)(=O)Nc2ccccn2)cc1,1,100,0,0,0.2,101,-1,1,102,-2,-1
O=C(CSc1ccc2c(c1)OCCO2)Nc1ccc2c(c1)OCO2,28,104,-14,-1,0.9,102,-5,-1,101,-10,-6
COc1cccc(NC(=O)C2CCCN(S(=O)(=O)c3cccc4nsnc34)C2)c1 (stereo not drawn),11,104,-11,5,1.1,102,-3,-2,101,-6,-8
COc1ccc(C(=O)C[n+]2cccc(C)c2C)cc1[N+](=O)[O-],0,97,-6,-2,0.0,102,-2,-4,100,-2,-3
COc1cc(CCC(=O)OCC(=O)Nc2ccccc2OC(F)F)cc(OC)c1OC,28,119,-5,-3,-0.4,102,-2,-4,103,-8,-5
CCC1(C)C(Nc2c(C)cccc2C)=NC(=S)N1c1ccc(NC(C)=O)cc1 (stereo not drawn),2,103,-6,-8,0.3,100,-9,-3,102,-5,-11
CSCCC(NC(=O)C12CC3CC(CC(C3)C1)C2)C(=O)OCC(=O)c1ccccc1 (stereo not drawn),0,107,-8,-5,0.0,101,-9,-6,102,-6,-8
O=C(CCC(=O)N1CCN(C(=O)c2ccco2)CC1)c1ccc(F)cc1,1,?,-6,0,0.3,100,-1,-2,102,-1,-4
Clc1ccccc1Cn1nnc2c(N3CCCC3)ncnc21,0,109,0,-2,0.1,107,-6,-10,98,1,-4
C=CCn1c(C)cc(-c2csc(N)n2)c1C,0,91,11,14,-0.1,83,7,14,94,13,33
Cc1ccc(NC(=O)CS(=O)CC(=O)Nc2ccc3c(c2)OCO3)cc1Cl (stereo not drawn),4,90,2,1,0.4,79,-3,0,90,3,3

# The whole of this part, from the start:
SMILES,ABCG2 block,RGS7-Gao reg,Bim-Bfl-1,Bcl-W Bim block,ABCB1 block,RGS4-Gao reg,Bcl-XL Bim block,Mcl-1 Bim block,RGS8-Gao reg,Bcl-2 Bim block,Bim-Bcl-B
CN(C)S(=O)(=O)c1cccc(-c2cn3ccccc3n2)c1,3,114,-3,0,1.1,111,0,-1,110,-5,-2
CCC(=O)Nc1ccc(S(=O)(=O)Nc2ccccn2)cc1,1,100,0,0,0.2,101,-1,1,102,-2,-1
O=C(CSc1ccc2c(c1)OCCO2)Nc1ccc2c(c1)OCO2,28,104,-14,-1,0.9,102,-5,-1,101,-10,-6
COc1cccc(NC(=O)C2CCCN(S(=O)(=O)c3cccc4nsnc34)C2)c1 (stereo not drawn),11,104,-11,5,1.1,102,-3,-2,101,-6,-8
COc1ccc(C(=O)C[n+]2cccc(C)c2C)cc1[N+](=O)[O-],0,97,-6,-2,0.0,102,-2,-4,100,-2,-3
COc1cc(CCC(=O)OCC(=O)Nc2ccccc2OC(F)F)cc(OC)c1OC,28,119,-5,-3,-0.4,102,-2,-4,103,-8,-5
CCC1(C)C(Nc2c(C)cccc2C)=NC(=S)N1c1ccc(NC(C)=O)cc1 (stereo not drawn),2,103,-6,-8,0.3,100,-9,-3,102,-5,-11
CSCCC(NC(=O)C12CC3CC(CC(C3)C1)C2)C(=O)OCC(=O)c1ccccc1 (stereo not drawn),0,107,-8,-5,0.0,101,-9,-6,102,-6,-8
O=C(CCC(=O)N1CCN(C(=O)c2ccco2)CC1)c1ccc(F)cc1,1,?,-6,0,0.3,100,-1,-2,102,-1,-4
Clc1ccccc1Cn1nnc2c(N3CCCC3)ncnc21,0,109,0,-2,0.1,107,-6,-10,98,1,-4
C=CCn1c(C)cc(-c2csc(N)n2)c1C,0,91,11,14,-0.1,83,7,14,94,13,33
Cc1ccc(NC(=O)CS(=O)CC(=O)Nc2ccc3c(c2)OCO3)cc1Cl (stereo not drawn),4,90,2,1,0.4,79,-3,0,90,3,3
CCN(C(=O)COC(=O)c1cc(-c2ccccc2)nc2ccc(Br)cc12)C1CCS(=O)(=O)C1 (stereo not drawn),0,?,-2,0,-0.1,100,0,0,99,0,-15
O=C(CC1C(=O)NCCN1Cc1cccc(Oc2ccccc2)c1)NCCCn1cccn1 (stereo not drawn),0,100,-3,-1,-0.1,96,0,-43,99,-8,-7
Oc1ccc(-c2cccc(-c3ccc(O)cc3)n2)cc1,1,101,2,-6,0.0,100,-10,1,99,2,0
COc1ccc(S(=O)(=O)NC(CCSC)C(=O)NC2CCCCC2)cc1 (stereo not drawn),6,102,4,3,0.4,103,-2,0,106,3,0
COc1ccc(Cl)cc1NC(=S)Nc1cccc(C)c1,2,101,-3,-1,0.0,98,0,0,102,1,-3
O=C(c1cnc2nc3ccccc3n2c1)c1cc(F)ccc1O,6,95,-5,2,-0.2,98,-2,-2,101,-1,-3
CCC(C)NC(=O)c1n[nH]c(=O)c2ccccc12 (stereo not drawn),0,101,-3,-4,0.2,102,-3,-3,105,-4,-6
COc1cccc(C2C3CN(C)CC=C3C(C#N)=C(N)C2(C#N)C#N)c1OC (stereo not drawn),2,107,0,-1,0.8,110,-1,-2,105,-1,-3
C=C(C)n1c(=O)[nH]c2ccccc21,0,112,0,2,-0.1,114,0,3,104,1,0
O=C(CCN1CCN(C(c2ccccc2)c2ccccc2)CC1)N/N=C/c1ccc(O)cc1O,4,98,-7,-8,-0.5,97,-5,-5,100,-3,-6
COc1cccc(C(=O)Nc2cccc(OCC(=O)O)c2)c1,3,96,-11,0,0.6,96,-3,0,99,-4,-9
O=C(CC12CC3CC(CC(C3)C1)C2)N1CCOCC1,3,102,-13,-1,0.8,102,-4,-2,101,-8,-10
CCN(CCCNC(=O)CNC(=O)Cn1cnc2ccccc2c1=O)c1ccccc1,2,94,-17,0,1.6,95,-6,0,99,-4,-7
Cc1cc(-c2nc3ccccc3o2)c2ccccc2n1,17,82,-4,-1,0.8,85,0,-2,91,-2,-1
CCCC1=C(C(=O)OCC)C(c2cccs2)C(C#N)=C(N)O1 (stereo not drawn),2,97,-10,3,-0.1,99,-11,-1,100,-9,-9
Cc1c(N(C(=O)Nc2ccccc2)C2=NCC(C)S2)c(=O)n(-c2ccccc2)n1C (stereo not drawn),4,102,-6,3,1.1,106,1,0,104,0,-4
Cc1ccc(S(=O)(=O)N2CCC(=O)N(C(COCc3cccc(Cl)c3)C(C)C)CC2)cc1 (stereo not drawn),6,101,0,-1,5.8,101,0,-4,101,-3,-4
Cc1cccc(NC(=O)c2ccccc2OCC(=O)N2CCOCC2)c1C,11,96,-1,-1,0.5,98,-3,-3,92,-4,-4
N#CC1=C2SCN(Cc3ccco3)CN2C(=O)CC1c1ccc(Cl)cc1 (stereo not drawn),1,102,16,0,0.3,97,-4,-5,85,-2,-13
CC(C)(CO)CNC(=O)CCc1nnc(Cc2ccc(-c3ccccc3)cc2)o1,11,?,-7,-3,10.0,100,-3,0,99,-3,-1
COc1cccc(CC2(CO)CCN(S(=O)(=O)N(C)C)CC2)c1,0,101,-6,1,0.1,101,0,0,105,-2,-2
CCCc1ccc(-c2c(C)sc(N)c2C#N)cc1,1,106,1,0,0.0,99,-2,-2,103,-3,-2
COC(=O)c1cccc(NC(=O)/C=C/c2cccc([N+](=O)[O-])c2)c1,-1,89,-3,-2,-0.2,95,-2,-4,90,-1,0
CCCc1[nH]n(-c2ccc([N+](=O)[O-])cc2)c(=O)c1C=NCCc1ccc(OC)c(OC)c1,7,101,-1,-2,1.3,102,-1,-3,105,0,-12
COc1ccccc1NC(=S)N(Cc1ccc(Cl)cc1)CC1CCC(C(=O)O)CC1 (stereo not drawn),1,97,-3,-4,0.4,102,0,-2,102,1,0
CNc1cc(-n2nc(C)cc2-c2ccccc2)ncn1,1,94,0,3,0.1,95,1,0,98,-2,-2
O=C(CSc1nnc(NCc2ccccc2)s1)N1CCOCC1,-1,101,-4,-6,0.3,99,-9,-3,100,-3,-9
Cc1cc(Oc2cc(N)cc([N+](=O)[O-])c2)ccc1Cl,19,98,-6,-5,0.5,100,-5,-5,98,-9,-5
COc1ccc(Cl)cc1C(=O)NNC(=S)NC(=O)c1cc(-c2ccc(Cl)cc2)nc2ccccc12,-2,21*,0,0,-0.7,11*,0,1,37*,2,1
CC(C)(C)NC(=O)NC(=O)COC(=O)c1cc[n+]([O-])cc1,5,212*[activator],0,-1,1.1,126,-1,0,121,-4,3
Cc1nc(N2CCN(C)CC2)c2sc(=S)n(-c3ccccc3)c2n1,8,97,-5,-4,1.3,100,-8,-2,100,-4,-7
Oc1oc(-c2cccc3ccccc23)nc1C=NCc1ccccc1,14,91,-1,-1,1.2,93,-1,-3,95,-1,-6
O=C(Cn1nc(-c2ccccc2)ccc1=O)NCC1COCCO1 (stereo not drawn),3,101,-19,-1,0.0,103,-7,-2,103,-11,-7
CC1(C(=O)NC23CC4CC(CC(C4)C2)C3)CC1(Cl)Cl (stereo not drawn),-1,100,4,3,-0.2,100,16,0,114,1,3
CS(=O)(=O)N1CCC(CO)(Cc2ccccc2C(F)(F)F)CC1,0,102,-9,-4,0.1,102,-3,-2,103,-2,-4
NNc1ncnc2scc(-c3ccc(Cl)cc3)c12,1,140,1,2,0.6,138,1,0,149*[activator],1,-1
